Source: PubChem BioAssay
MrgX1 allo act: human MrgX1 positive allosteric modulation, primary screen. MrgX1-HEK293, Fluo-4 calcium flux, FDSS; active compounds read high. B-score at 10 µM. Q96LB2. AID 588675. 0.63% of 310,000 active;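 active = plate-corrected calcium response at least 3 library SD above typical, normal starting fluorescence, not activating the receptor alone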;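 also: compound read alongside a low EC10 to EC30 dose of BAM8-22 agonist; peak minus trough fluorescence over baseline measured at the second addition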
MrgX1 antagonist: blocks BAM8-22 activation of human MrgX1 receptor; Q96LB2; MRGX1-HEK293 calcium flux, Fluo-4, BAM8-22 antagonism; active compounds read low; B-score at 10 µM; 1.3% of 310,000 active; AID 588676;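 active = calcium-response B-score plate-corrected more than 3 library SD below zero, starting fluorescence within 5 deviations, no agonist response on first addition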;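 also: peak minus trough fluorescence over baseline after final BAM8-22 challenge near maximal dose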
TRPC6 inh: blocks the mouse TRPC6 cation channel | HEK293-TRPC6, membrane potential dye, ACh-evoked depolarization; active compounds read low | B-score at 10 µM | 1.1% of 310,000 active;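 active = B-score under library mean minus 3 SD, initial fluorescence not abnormally high, positive integrated signal ratio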;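 also: B-score derived from integrated fluorescence ratio over the kinetic read; more negative B-score means stronger inhibition of depolarization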
TRPC4 agonist: TRPC4 (mouse) channel activation; Q9QUQ5; HEK293 TRPC4beta/mu-opioid, Fluo4 calcium fluorescence; active compounds read high; B-score at 10 µM; 0.49% of 310,000 active; AID 2237;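 active = B-score above 5 SD of library B-scores, and initial fluorescence ratio not above library mean plus 5 SD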;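 also: positive B-score marks a calcium rise read as TRPC4 activation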
Target sequence (Q9QUQ5 whole entry, looked up): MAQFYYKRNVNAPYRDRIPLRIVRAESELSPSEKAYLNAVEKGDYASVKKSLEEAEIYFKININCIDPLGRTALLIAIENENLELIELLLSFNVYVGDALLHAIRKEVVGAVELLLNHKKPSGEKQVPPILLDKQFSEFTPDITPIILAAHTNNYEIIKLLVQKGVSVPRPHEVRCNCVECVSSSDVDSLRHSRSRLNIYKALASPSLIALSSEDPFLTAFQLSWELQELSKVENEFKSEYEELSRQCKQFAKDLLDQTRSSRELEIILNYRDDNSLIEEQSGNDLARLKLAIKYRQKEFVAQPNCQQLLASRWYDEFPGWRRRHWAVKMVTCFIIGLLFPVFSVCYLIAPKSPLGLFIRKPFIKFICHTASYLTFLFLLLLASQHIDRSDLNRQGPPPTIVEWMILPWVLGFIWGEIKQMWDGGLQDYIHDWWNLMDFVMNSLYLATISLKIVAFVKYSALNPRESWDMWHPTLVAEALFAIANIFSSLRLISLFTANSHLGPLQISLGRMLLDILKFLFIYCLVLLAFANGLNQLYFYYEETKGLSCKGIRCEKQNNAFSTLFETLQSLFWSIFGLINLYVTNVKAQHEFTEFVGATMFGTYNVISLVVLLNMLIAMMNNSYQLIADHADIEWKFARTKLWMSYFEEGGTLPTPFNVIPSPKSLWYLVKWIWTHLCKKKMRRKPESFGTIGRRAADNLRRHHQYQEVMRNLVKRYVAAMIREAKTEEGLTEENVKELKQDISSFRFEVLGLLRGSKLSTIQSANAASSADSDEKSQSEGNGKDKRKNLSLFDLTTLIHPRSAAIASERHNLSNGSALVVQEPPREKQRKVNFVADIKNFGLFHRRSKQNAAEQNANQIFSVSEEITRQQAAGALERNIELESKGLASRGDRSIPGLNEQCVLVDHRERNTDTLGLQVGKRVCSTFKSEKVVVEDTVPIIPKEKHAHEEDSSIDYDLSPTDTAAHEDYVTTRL
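Assay system: HEK293 stable line with TRPC4beta plus mu-opioid receptor; schedule: 45 min room-temperature Fluo4 loading, 110 s read; technique: kinetic Fluo4 calcium fluorescence; evaluation: integrated baseline-normalised fluorescence ratio, converted to per-well B score; controls: buffer (low) and maximal DAMGO (high)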
MrgX1 ag: human MrgX1 receptor agonism, primary screen | MrgX1-HEK293 cells, Fluo-4 calcium fluorescence, agonist mode; active compounds read high | Q96LB2 | B-score at 10 µM | 0.44% of 310,000 active;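 active = calcium response B-score plate-corrected fluorescence ratio at least 3 library SD, with starting fluorescence B-score inside 5 SD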
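Material: MrgX1-expressing HEK293 cells / Dosing: compound as first of three additions / Incubation: overnight seeding, then 1 h dark dye loading / Signal: Fluo-4 NW calcium fluorescence / Evaluation: B-scored fluorescence response ratio / Benchmarks: positive and negative control wells on each plate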
ANO1 activ: activators or potentiators of mouse TMEM16A chloride channel; HEK293 TMEM16A/YFP-H148Q/I152L, iodide quench fluorescence; active compounds read low; B-score at 10 µM; 0.3% of 340,000 active; AID 623877;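 active = fluorescence-ratio B-score plate-corrected deviation score at least 3 library SD below zero, with starting fluorescence score within 5 deviations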;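 also: channel opened by trigger with iodide after compound preincubation; score built on the fluorescence ratio of max minus min over baseline; more negative score means more quench and so TMEM16A activation or potentiation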
ANO1 block: inhibitors of mouse TMEM16A calcium-activated chloride channel; Q8BHY3; HEK293 TMEM16A/YFP iodide influx fluorescence, ionomycin; normalized B-score (activity score, 25-100; higher = stronger inhibition) at 10 µM; 1.2% of 310,000 active; AID 588511;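 active = ratio plate-corrected score three or more library SD toward inhibition, starting fluorescence score within five deviations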;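 also: score derived from kinetic fluorescence span divided by baseline fluorescence per well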
TRPC4 inh: TRPC4 (mouse) channel inhibition; 0.39% of 300,000 active; HEK293 TRPC4beta/mu-opioid, DAMGO-evoked Fluo4 calcium flux; active compounds read low; B-score at 10 µM;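 active = B-score over 3 SD under the library average, no early fluorescence shift, positive overall ratio signal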
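Assay system: TRPC4beta/mu-opioid receptor HEK293 cell line; compound dosing: single concentration per test compound; detection: Fluo4 Ca2+ flux fluorescence; evaluation: per-well B score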
TRPC6 activator: activators of mouse TRPC6 channel; HEK293-TRPC6 membrane potential dye fluorescence; active compounds read high; B-score at 10 µM; AID 2550; 0.13% of 310,000 active;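 active = B-score of the integrated fluorescence ratio above library mean plus 3 SD, and starting fluorescence ratio within library mean plus 5 SD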;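 also: higher score means more depolarization so channel activation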
SKKanGAS inh: inhibitors of SKKanGAS S. pyogenes growth in kanamycin (SK-promoter or general growth effect) | BacTiter-Glo, 6 h | inhibition, % at 7.5 µM | 1.3% of 300,000 active | AID 1662;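 active = mean replicate score, as percent of positive control median, at least 50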;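 also: strain carries kanamycin resistance gene driven by streptokinase promoter and grows in 40 µg/ml kanamycin; loss of luminescence reflects streptokinase promoter inhibition or plain growth inhibition; 0% = median of DMSO wells and 100% = positive control at its reference dose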
TRPC4 potent: TRPC4 (mouse) allosteric potentiation; B-score at 10 µM; HEK293 TRPC4beta/mu-opioid, DAMGO EC20, Fluo-4 Ca2+ flux; active compounds read high; Q9QUQ5; 0.42% of 310,000 active;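 active = B-score of calcium response area above 5 SD of library B-scores, with initial fluorescence ratio within 5 SD of library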;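 also: B-score of integrated fluorescence ratio over time as area under calcium response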
Starred values were filed as active, the others as inactive; i = inactive; nt = not tested or not shown.

Every second line gives: TRPC6 activator | MrgX1 ag | ANO1 activ | ANO1 block | MrgX1 antagonist | MrgX1 allo act | TRPC4 inh | TRPC4 potent | SKKanGAS inh | TRPC6 inh | TRPC4 agonist
> COc1cc(NS(=O)(=O)c2ccc(NC(=S)NC(C)=O)cc2)nc(OC)n1
 : i | i | i | i | i | i | i | i | -1 | i | i
> CCN(CC)c1ccc(C(=O)NNC(=O)c2cccn2C)cc1
 : i | i | i | i | i | i | i | i | -7 | i | i
> Fc1ccc(CNc2nc(-c3ccccc3)nc3ccccc23)cc1
 : i | nt | i | nt | nt | nt | i | i | 3 | i | i
> Cc1cccc(NC(=O)c2ccc(C(=O)Nc3cccc(C)c3)nc2)c1
 : i | i | i | i | i | i | i | i | -4 | i | i
> O=C(NCC1CCCO1)c1ccc(N2C(=O)C3CCCCC3C2=O)cc1 (stereo unspecified)
 : i | i | i | i | i | i | i | i | -1 | i | i
> O=C(Oc1ccc(/C=N/Nc2nc(N3CCCCC3)nc(N3CCCCC3)n2)cc1)c1ccco1
 : i | i | i | i | i | i | i | i | 14 | i | i
> COC(=O)c1ccc(C)c(NC(=O)C2COc3ccccc3O2)c1 (stereo unspecified)
 : i | i | i | i | i | i | i | i | -4 | i | i
> COc1ccc(O[C@H]2C=C[C@@H](c3ccccc3)O[C@@H]2COC(=O)CC/C(C)=N/OC[C@@H](O)COCc2ccco2)cc1
 : i | i | nt | 25* | i | i | i | i | 5 | i | i
> O=C1CC(N(CCc2ccccc2)C(=S)Nc2cc(Cl)ccc2Cl)C(=O)N1c1c(Cl)cccc1Cl (stereo unspecified)
 : i | i | i | i | i | i | i | i | 29 | i | i
> CC1=CC(C)C2(CO)COC(c3ccc(O)cc3)C1C2C (stereo unspecified)
 : i | i | i | i | i | i | i | i | -1 | i | i
> Cc1ccc(O)c(NC(=O)CCCC(=O)O)c1
 : i | i | i | i | i | i | i | i | 8 | i | i
> Cc1ccc(Oc2nnc(-c3ccc(C)cc3)c3ccccc23)cc1
 : i | i | i | i | i | i | i | i | 27 | i | i
> O=C(O)c1ccccc1CSc1ncn[nH]1
 : i | i | i | i | -8.3* | i | i | i | -8 | i | i
> CCOC(=O)c1c(C)[nH]c(C)c1C(=O)COC(=O)c1ccc(Cl)c(S(N)(=O)=O)c1
 : i | i | i | i | i | i | i | i | 2 | i | i
> O=C(CCCn1c(=O)c2cccn2c2cccnc21)NCc1cccc(Br)c1
 : i | i | i | i | i | i | i | i | 0 | i | i
> CC(/C=C\c1ccccc1)=C/C(=O)O
 : i | i | i | i | i | i | i | i | 0 | i | i
> CCOc1ccc(NC(=O)CSc2ccc(-c3ccccn3)nn2)cc1
 : i | i | i | i | i | i | i | i | -10 | i | i
> CCCN1CCN(CCCNC(=O)c2ccc(NC(=O)C3=C(C)OCCS3)cc2)CC1
 : i | i | i | i | i | i | i | i | 12 | i | i
> CCCN(C(=O)CSc1nc2c(cnn2-c2ccccc2)c(=O)[nH]1)C1CCS(=O)(=O)C1 (stereo unspecified)
 : i | i | i | i | i | i | i | i | 16 | i | i
> Cc1cc(C)c2cccc(N)c2n1
 : i | i | i | i | i | i | i | i | -10 | i | i
> CN(C)C(=S)c1ccc(N(C)C)cc1
 : i | i | i | i | i | i | i | i | -20 | i | i
> O=c1[nH]c2ccccc2nc1C(F)(F)C(F)F
 : i | i | i | i | i | i | i | i | 1 | i | i
> COc1ccccc1NC(=O)/C=C1\SCC(=O)N1C
 : i | i | i | i | i | i | i | i | 1 | i | i
> O=C(CSc1nnc(NC(=O)c2ccc(S(=O)(=O)N3CCOCC3)cc2)s1)Nc1ccccc1C(F)(F)F
 : i | i | i | i | i | i | i | i | 3 | i | i
> COc1cc(/C=C2\SC(=S)N(N(C)c3ccccc3)C2=O)ccc1O
 : i | 34* | i | i | i | i | i | i | 9 | i | i
> CC(=O)Nc1ccc(N2C(=O)CSC2c2cccc(Br)c2)cc1 (stereo unspecified)
 : i | i | i | i | i | i | i | i | -2 | i | i
> COc1cccc(N2CCN(c3nc(C)c(C)c(=O)[nH]3)CC2)c1
 : i | i | i | i | i | i | i | i | -3 | i | i
> FC(F)(F)c1cccc(Cc2noc(CN3CCSCC3)n2)c1
 : i | i | i | i | i | i | i | i | 0 | i | i
> Cc1ccc(NCc2ccccc2F)cc1
 : i | i | i | i | -5.9* | i | i | i | -1 | i | i
> COc1ccccc1CNC(=O)C(C)c1ccc([N+](=O)[O-])cc1 (stereo unspecified)
 : i | i | i | i | i | i | i | i | 4 | i | i
> CC1=C(C(=O)OCC2CCCO2)C(c2coc3ccc(Cl)cc3c2=O)C2=C(CCCC2=O)N1 (stereo unspecified)
 : i | i | i | i | i | i | i | i | 6 | i | i
> CCc1nc(NCC2CCCO2)c(C#N)c2c1COC(C)(C)C2 (stereo unspecified)
 : i | i | i | i | i | i | i | i | 1 | i | i
> CCOc1ccccc1C(=O)NC(C)c1ccc2c(c1)OCO2 (stereo unspecified)
 : i | i | i | i | -5.3* | i | i | i | 0 | i | i
> CC1=NN(C(=O)Cc2ccc([N+](=O)[O-])cc2)C(O)(c2ccccc2)C1 (stereo unspecified)
 : i | i | i | i | i | i | i | i | -6 | i | i
> CCCCn1c(/C=C/c2ccco2)nc2ccccc21
 : i | i | i | i | i | i | i | i | 5 | i | i
> CCN(CC)CCNC(=O)c1cn(-c2ccccc2)nc1-c1cccs1
 : i | i | i | i | i | i | i | i | 6 | i | i
> O=S(=O)(Nc1ncccn1)c1ccc(Cl)cc1
 : i | i | i | i | i | i | i | i | 1 | i | i
> Cc1cc(C)n2nc(SCC(=O)N3CCc4ccccc43)nc2n1
 : i | i | i | i | i | i | i | i | -5 | i | i
> CNC(=O)c1[nH]cnc1C(=O)N[C@@H](CCCCNC(=O)OC(C)(C)C)C(=O)OC(C)(C)C
 : i | i | i | i | i | i | i | i | -2 | i | i
> CCOC(=O)Nc1ccc2c(c1)N(C(=O)CCCl)c1ccccc1[S@]2=O
 : i | i | i | i | i | i | i | i | 3 | i | i
> O=C(O)CCCNS(=O)(=O)c1ccccc1
 : i | i | i | i | i | i | i | i | -7 | i | i
> CON1C(=O)C(=O)N(OC)C(C)(C)C1C (stereo unspecified)
 : i | i | i | i | i | i | i | i | 1 | i | i
> O=C(O)CCCC(=O)Nc1ccc(Br)cc1C(=O)O
 : i | i | i | i | i | i | i | i | 0 | i | i
> C#CCNC(=O)C1=C[C@H](C(C)(C)C)C[C@H](OCc2ccc(CO)cc2)O1
 : i | i | i | i | i | i | i | i | 0 | i | i
> O=c1nccc(N/N=C/c2ccccc2O)[nH]1
 : i | i | i | i | i | i | i | i | 12 | i | i
> CN(C(=O)c1cc2n(n1)C(C(F)(F)F)CC(c1ccco1)N2)c1ccc(OC(F)(F)F)cc1 (stereo unspecified)
 : i | i | i | i | i | i | i | i | 7 | i | i
> CCC(c1nnnn1CCOC)N(Cc1cc2c(C)cc(C)cc2[nH]c1=O)CC1CCCO1 (stereo unspecified)
 : i | i | i | i | i | i | i | i | -1 | i | i
> O=C(NCCN1CCOCC1)c1ccc(N2CCCC2)c([N+](=O)[O-])c1
 : i | i | i | i | i | i | i | i | 4 | i | i
> CCOc1ccccc1NC(=O)N1CCC(NC(=O)c2ccccc2C)CC1
 : i | i | nt | i | i | i | i | i | 1 | i | i
> CC(=O)Nc1ccc(/C=C(\C#N)C(=O)NC2CCCCC2)cc1
 : i | i | i | i | i | i | i | i | -13 | i | i

Continued; it opens with the 2 that closed the last part.
Every second line gives: TRPC6 activator | MrgX1 ag | ANO1 activ | ANO1 block | MrgX1 antagonist | MrgX1 allo act | TRPC4 inh | TRPC4 potent | SKKanGAS inh | TRPC6 inh | TRPC4 agonist
> CCOc1ccccc1NC(=O)N1CCC(NC(=O)c2ccccc2C)CC1
 : i | i | nt | i | i | i | i | i | 1 | i | i
> CC(=O)Nc1ccc(/C=C(\C#N)C(=O)NC2CCCCC2)cc1
 : i | i | i | i | i | i | i | i | -13 | i | i
> Cc1ccc(C)c(N2CCN(C(=O)c3cn(C)c4ccc(S(=O)(=O)N(C)C)cc4c3=O)CC2)c1
 : i | i | i | i | i | i | i | i | -5 | i | i
> COC(=O)c1ccc(-n2nnnc2SCc2ccccc2OC)cc1
 : i | i | i | i | i | i | i | i | 13 | i | i
> COc1ccc(/C=N/NC(=O)C(C)n2cnc3ccccc3c2=O)cc1 (stereo unspecified)
 : i | i | i | i | i | i | i | i | -2 | i | i
> Nc1ccc(C(=O)n2c3ccccc3c3ccccc32)cc1
 : i | i | i | i | i | i | i | i | 16 | i | i
> COC1=CCC2([N+](=O)[O-])CN(CC(=O)O)CC1([N+](=O)[O-])C2 (stereo unspecified)
 : i | i | i | i | -5.9* | i | i | i | 2 | i | i
> CN(/N=C/Cc1nnnn1-c1ccc(Cl)cc1)c1ccccc1
 : i | i | i | i | i | i | i | i | -3 | i | i
> Cn1cc2cc(NC(N)=S)ccc2n1
 : i | i | i | i | i | i | i | i | -2 | i | i
> O=C(CCCCn1c(=O)c2ccccc2n(Cc2ccc(F)cc2Cl)c1=O)NCc1ccco1
 : i | i | i | i | i | i | i | i | -6 | i | i
> CCCn1nc(NC(=O)C2CCCO2)c2cc3ccc(C)cc3nc21 (stereo unspecified)
 : i | i | i | i | i | i | i | i | 2 | i | i
> CN1CCN(C2CCCCC2NS(=O)(=O)c2ccccc2)CC1 (stereo unspecified)
 : i | i | i | i | i | i | i | i | -1 | i | i
> CC(=O)Nc1ccc(S(=O)(=O)N2CCN(Cc3ccccn3)CC2)cc1
 : i | i | i | i | i | i | i | i | -1 | i | i
> COCCCNC(=O)c1ccc(Cn2c(=O)c3ccccc3n(Cc3ccccc3C#N)c2=O)cc1
 : i | i | i | i | i | i | i | i | -5 | i | i
> O=C1CC(c2ccc(S(=O)(=O)NCc3ccccc3)cc2)CN1 (stereo unspecified)
 : i | i | i | i | i | i | i | i | -5 | i | i
> CCOC(=O)c1sc(=S)n(CC)c1NC(=O)c1ccccc1C
 : i | i | i | i | i | i | i | i | -2 | i | i
> O=S(=O)(c1ccc(N2CCN(Cc3ccc4c(c3)OCO4)CC2)nc1)N1CCOCC1
 : i | i | nt | i | i | i | i | i | -7 | i | i
